# TRPC4 block: inhibitors of mouse TRPC4 channel | Q9QUQ5 | HEK293 TRPC4beta/mu-opioid, DAMGO-evoked Fluo4 calcium flux; active compounds read low | B-score at 10 µM | 300,000 tested, 0.39% active | AID 2247;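 active = B-score over 3 SD under the library average, no early fluorescence shift, positive overall ratio signal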
#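 Assay system: HEK293 cells with stable TRPC4beta plus mu-opioid receptor expression. Dosing: single dose. Measured by: Fluo4 Ca2+ flux fluorescence. Also added: DAMGO in two steps, submaximal then maximal. Read-out: B score from integrated Fluo4 fluorescence ratio.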
# KLF5 inhibitor: inhibitors of KLF5 expression | inhibition, % at 5 µM | 290,000 tested, 0.23% active | AID 1700 | DLD-1 KLF5 promoter-luciferase reporter, luminescence;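 active = inhibition above a per-plate limit of that plate's mean compound inhibition plus 3 SD, cut at about 60% in these data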;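 also: 0% = DMSO wells and 100% = LY294002 at 200 µM; higher means less KLF5 promoter-driven luciferase light; inactives centre near -14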
# SKKanGAS inh: SKKanGAS growth inhibition; 300,000 tested, 1.3% active; inhibition, % at 7.5 µM; S. pyogenes SKKanGAS, kanamycin growth, BacTiter-Glo, 6 h;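 active = mean replicate score, as percent of positive control median, at least 50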;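 also: strain carries kanamycin resistance gene driven by streptokinase promoter and grows in 40 µg/ml kanamycin; loss of luminescence reflects streptokinase promoter inhibition or plain growth inhibition; 0% = median of DMSO wells and 100% = positive control at its reference dose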
# TRPC4 agonist: activators of mouse TRPC4 channel; HEK293 TRPC4beta/mu-opioid, Fluo4 calcium fluorescence; active compounds read high; B-score at 10 µM; 310,000 tested, 0.49% active;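 active = B-score above 5 SD of library B-scores, and initial fluorescence ratio not above library mean plus 5 SD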;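 also: positive B-score marks a calcium rise read as TRPC4 activation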
#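 Technique: kinetic Fluo4 calcium fluorescence; Test system: TRPC4beta and mu-opioid receptor HEK293 stable cells; Measure: B-scored integrated calcium fluorescence ratio; Benchmarks: low control buffer alone, high control maximal DAMGO; Schedule: 45 min room-temperature Fluo4 loading, 110 s read.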
# TRPC6 act: activates the mouse TRPC6 cation channel; HEK293-TRPC6 membrane potential dye fluorescence; active compounds read high; B-score at 10 µM; AID 2550; 310,000 tested, 0.13% active; Q61143;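 active = B-score of the integrated fluorescence ratio above library mean plus 3 SD, and starting fluorescence ratio within library mean plus 5 SD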;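 also: higher score means more depolarization so channel activation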
# Target sequence (Q61143 whole entry, looked up): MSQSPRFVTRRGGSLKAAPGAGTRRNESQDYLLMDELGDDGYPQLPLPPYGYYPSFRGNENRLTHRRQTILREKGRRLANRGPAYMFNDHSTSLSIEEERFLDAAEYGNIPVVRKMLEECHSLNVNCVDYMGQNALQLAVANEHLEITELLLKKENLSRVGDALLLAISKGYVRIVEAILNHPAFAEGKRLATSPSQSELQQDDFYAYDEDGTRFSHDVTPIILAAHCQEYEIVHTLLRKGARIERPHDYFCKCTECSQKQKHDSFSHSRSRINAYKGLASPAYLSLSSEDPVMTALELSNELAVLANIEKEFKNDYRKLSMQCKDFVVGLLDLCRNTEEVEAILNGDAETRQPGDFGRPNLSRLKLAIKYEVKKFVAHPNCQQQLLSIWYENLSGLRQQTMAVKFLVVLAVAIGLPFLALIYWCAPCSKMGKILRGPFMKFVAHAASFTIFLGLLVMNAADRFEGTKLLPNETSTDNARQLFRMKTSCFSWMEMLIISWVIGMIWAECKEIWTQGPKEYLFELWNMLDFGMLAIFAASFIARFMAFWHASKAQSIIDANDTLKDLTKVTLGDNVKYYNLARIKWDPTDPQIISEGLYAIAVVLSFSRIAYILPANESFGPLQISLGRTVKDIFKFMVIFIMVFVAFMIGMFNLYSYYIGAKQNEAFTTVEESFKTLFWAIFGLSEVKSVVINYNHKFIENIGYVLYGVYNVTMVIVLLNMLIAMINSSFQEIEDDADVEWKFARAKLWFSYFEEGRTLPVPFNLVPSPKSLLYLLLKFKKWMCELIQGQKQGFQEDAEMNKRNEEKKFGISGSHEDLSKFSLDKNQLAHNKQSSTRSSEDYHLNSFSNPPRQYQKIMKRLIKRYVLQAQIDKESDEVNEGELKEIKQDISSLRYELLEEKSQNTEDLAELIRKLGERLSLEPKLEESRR
# MrgX1 antagonist: human MrgX1 receptor antagonism, primary screen; Q96LB2; MRGX1-HEK293 calcium flux, Fluo-4, BAM8-22 antagonism; active compounds read low; B-score at 10 µM; 310,000 tested, 1.3% active; AID 588676;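 active = calcium-response B-score plate-corrected more than 3 library SD below zero, starting fluorescence within 5 deviations, no agonist response on first addition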;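 also: peak minus trough fluorescence over baseline after final BAM8-22 challenge near maximal dose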
# TRPC4 PAM: TRPC4 (mouse) allosteric potentiation. AID 2227. Q9QUQ5. B-score at 10 µM. 310,000 tested, 0.42% active. HEK293 TRPC4beta/mu-opioid, DAMGO EC20, Fluo-4 Ca2+ flux; active compounds read high;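 active = B-score of calcium response area above 5 SD of library B-scores, with initial fluorescence ratio within 5 SD of library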;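 also: B-score of integrated fluorescence ratio over time as area under calcium response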
# TRPC6 inh: inhibitors of mouse TRPC6 channel; HEK293-TRPC6, membrane potential dye, ACh-evoked depolarization; active compounds read low; Q61143; 310,000 tested, 1.1% active; B-score at 10 µM;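 active = B-score under library mean minus 3 SD, initial fluorescence not abnormally high, positive integrated signal ratio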;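 also: B-score derived from integrated fluorescence ratio over the kinetic read; more negative B-score means stronger inhibition of depolarization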
# HIF act: HIF pathway transcriptional activation; 300,000 tested, 0.32% active; activation, % at 7.5 µM (by protocol); U2OS HRE-luciferase reporter, luminescence; normalized: DMSO 0%, desferrioxamine 100%;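 active = mean activation of at least 10% of the iron chelator positive control signal, with at least half of replicates also reaching 10%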
# aSyn UTR inh: MLPCN primary screen, SNCA 5' untranslated region; 300,000 tested, 0.82% active; inhibition, % (tested at 7.5 µM); alpha-synuclein 5'UTR reporter, inhibitor activity; AID 1813; in the data active = inhibition above about 60%;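 also: H4 neuroglioblastoma cells stably carrying SNCA 5'UTR luciferase fusion; 0% = DMSO wells and 100% = positive control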
# IEC-6 cytotox: IEC-6 cytotoxicity, counter-screen for KLF5 inhibitors; inhibition, % at 5 µM; AID 1825; 290,000 tested, 0.78% active; luminescence viability; in the data active = inhibition above about 22%;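 also: 0% = plate median of test compound wells and 100% = cytotoxic reference compound wells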
# An asterisk follows results filed as active; i = inactive; · = not tested or not shown. This is a random part of the collection (roughly 5.8% active in at least one column).
structure,TRPC4 block,KLF5 inhibitor,SKKanGAS inh,TRPC4 agonist,TRPC6 act,MrgX1 antagonist,TRPC4 PAM,TRPC6 inh,HIF act,aSyn UTR inh,IEC-6 cytotox
Cc1c(C(=O)N2CCCCC2CCN2CCCC2=O)oc2c(F)cccc12 (stereo unspecified),i,-4,-8,i,i,i,i,i,-0.5,6,2
CC1CN(Cc2ccccc2)c2nc3c(c(=O)n(C)c(=O)n3C)n2C1 (stereo unspecified),i,14,-5,i,i,i,i,i,-0.6,21,-6
O=C(Cc1ccccc1)Nc1ccccc1Sc1ccccc1,-6*,-8,-4,i,i,i,i,i,0.0,14,-7
Cn1c(SCC(=O)NC2CCCC2)nnc1-c1ccncc1,i,1,4,i,i,i,i,i,-1.3,4,1
CCOc1ccc(C(=O)NCc2cccnc2)cc1,i,-23,7,i,i,i,i,i,-0.2,-5,2
CN(C)C(C(=O)NC1CCCCC1)c1ccc(Cl)cc1 (stereo unspecified),i,2,-2,i,i,i,i,i,-0.8,-6,9
O=C1CSC(c2cccnc2)N1Cc1ccc(Cl)cc1 (stereo unspecified),i,-36,0,i,i,i,i,i,-0.3,3,-9
OC1(c2ccc(OC(F)F)cc2)CSC(=Nc2cccnc2)N1C1CC1 (stereo unspecified),i,6,0,i,i,i,i,i,0.3,-14,9
CCOc1ccc(NC(=O)CSc2nnc(Cc3csc(C)n3)o2)cc1,i,3,-9,i,i,i,i,i,1.3,-3,3
COc1cc(/C=C2\SC(=S)N(C(Cc3ccccc3)C(=O)O)C2=O)ccc1O (stereo unspecified),i,-7,5,i,i,i,i,i,-0.3,15,-5
CCOC(=O)N1CCN(Cc2nc(-c3cccc(C)c3)no2)CC1,i,-34,-9,i,i,i,i,i,0.2,-17,1
COc1ccc(/C=C2\SC(=O)N(CCNC(=O)C3CCN(S(=O)(=O)c4cccs4)CC3)C2=O)cc1,i,-17,-4,i,i,i,i,i,3.4,-113,-7
Cc1ccc(S(=O)(=O)CCC(=O)OC(C)C(=O)NC2CCCCC2C)cc1 (stereo unspecified),i,·,5,i,i,i,i,i,-0.2,1,·
COc1ccc(C(=O)OCC(=O)Nc2ccc3[nH]c(=O)[nH]c3c2)cc1,i,·,-9,i,i,i,i,i,-0.1,-4,·
S=c1[nH]nc(-c2ccc(Cl)cc2Cl)n1-c1ccc(Cl)cc1,i,-10,4,i,i,i,i,i,-12,8,-1
COc1ccc(-c2cnn3c4c(c(C)nc23)CCN4C2CCCC2)cc1OC,i,13,4,i,i,i,i,i,0.4,32,-2
O=C(c1ccc(-n2cncn2)c([N+](=O)[O-])c1)N1CCN(S(=O)(=O)c2ccccc2F)CC1,i,·,-9,i,i,i,i,i,-0.5,-6,·
Cc1ccc(CN2CCN(C3CSCCSC3)CC2CCO)cc1 (stereo unspecified),i,-13,-3,i,i,i,i,i,1.3,10,7
CCOC(=O)C1(CCOC)CCN(C/C=C/c2ccccc2OC)CC1,i,-16,-1,i,i,i,i,i,0.5,4,6
COc1cc(SC)ccc1C(=O)Nc1cccc(C)n1,i,-122,-4,i,i,i,i,i,2.4,-88,-1
Cc1ccc(NC(=O)CCNS(=O)(=O)c2cccc3nonc23)cc1,i,-1,3,i,i,i,i,i,-0.2,21,1
Cc1nn(-c2ccccc2)c(C)c1C(=O)OCC(=O)N1c2ccccc2NC(=O)C1(C)C,i,-19,5,i,i,i,i,i,-0.3,40,-3
CS(=O)(=O)N(CC(=O)NCCC1=CCCCC1)c1ccc2c(c1)OCO2,i,-33,3,i,i,i,i,i,-0.5,-15,6
O=C(Nc1ccc2nc(-c3cccs3)c(-c3cccs3)nc2c1)NC1CC1,i,2,25,i,i,i,i,i,0.9,2,6
O=S(=O)(NCC(c1cccs1)N1CCc2ccccc2C1)c1ccccc1 (stereo unspecified),i,·,12,i,i,i,i,i,1.2,-9,·
CC1(C(=O)NNC(=S)NCc2ccco2)CC1(Cl)Cl (stereo unspecified),i,-46,-3,i,i,-4.7*,i,i,-0.9,-1,-3
COc1cc2cc(CN(Cc3nnnn3Cc3ccco3)C3CCCCC3)c(=O)[nH]c2cc1OC,i,-9,0,i,i,i,i,i,-0.2,21,-4
Cn1c(SCC(=O)c2ccccc2F)nnc1C1CC1,i,-5,3,i,i,i,i,i,4.7,-17,3
Cc1nc([N+](=O)[O-])cn1CCCCN1C(=O)c2ccccc2C1=O,i,-4,1,i,i,i,i,i,1.1,-16,8
COc1ccc(CCNC(=O)c2cc(S(=O)(=O)N3CCOCC3)ccc2N2CCCC2)cc1OC,i,·,-3,i,i,i,i,i,-0.3,-1,·

# The closing three entries of the part above come first, to join the parts:
structure,TRPC4 block,KLF5 inhibitor,SKKanGAS inh,TRPC4 agonist,TRPC6 act,MrgX1 antagonist,TRPC4 PAM,TRPC6 inh,HIF act,aSyn UTR inh,IEC-6 cytotox
Cn1c(SCC(=O)c2ccccc2F)nnc1C1CC1,i,-5,3,i,i,i,i,i,4.7,-17,3
Cc1nc([N+](=O)[O-])cn1CCCCN1C(=O)c2ccccc2C1=O,i,-4,1,i,i,i,i,i,1.1,-16,8
COc1ccc(CCNC(=O)c2cc(S(=O)(=O)N3CCOCC3)ccc2N2CCCC2)cc1OC,i,·,-3,i,i,i,i,i,-0.3,-1,·
CC1(C)CC(CCNC(=O)c2ccco2)CC(C)(C)N1,i,8,-1,i,i,i,i,i,-1.1,-27,1
CN(C[C@@H](Cc1cccc2ccccc12)N(C[C@H](Cc1ccccc1)N(CCc1ccccc1)N=O)N=O)N=O,i,-8,5,i,i,i,i,i,0.2,0,-7
CSc1cccc(NC(N)=S)c1,i,-9,2,i,i,i,i,i,0.8,17,-1
Cc1ccc(NC(=O)CCCc2ccccc2)c([N+](=O)[O-])c1,i,-61,6,i,i,i,i,i,2.4,-76,-2
Cc1ccc2c(c1)cc(CN(Cc1ccco1)C(=O)N1CCOCC1)c1nnnn12,i,-17,-13,i,i,i,i,i,1.0,-22,-4
CCOC(=O)C1(Cc2cccc(OC)c2)CCCN(C(=O)CCc2cccnc2)C1 (stereo unspecified),i,-26,-8,i,i,i,i,i,7.6,-133,-1
O=C1CSC(=Nc2ccc(O)cc2)N1c1ccc(O)cc1,i,-21,·,i,i,i,i,i,·,·,-1
CN(c1ccc(OCC(=O)N2CCC(C(N)=O)CC2)cc1)S(=O)(=O)c1cccs1,i,-12,5,i,i,i,i,i,0.1,-10,-1
Cc1ccccc1Nc1c(-c2ccccn2)nc2c(C)cccn12,i,-10,81*,i,i,i,i,i,0.0,8,-5
O=C1CC2(CCN(C(=O)c3ccccc3F)CC2)Oc2ccccc21,i,·,-6,i,i,i,i,i,-0.5,6,·
Nn1c(SCc2cc([N+](=O)[O-])cc3c2OCOC3)nnc1-c1ccccn1,i,-25,-11,i,i,i,i,i,1.5,-4,-5
CCOc1ccc(S(=O)(=O)N(CC)CC(=O)NCc2ccco2)cc1C,i,2,0,i,i,i,i,i,-1.3,11,4
COc1ccc(CS(=O)(=O)CC(C)(O)c2ccccc2)cc1 (stereo unspecified),i,0,-3,i,i,i,i,i,-0.2,-8,-5
CC(=O)c1sc(NC(=O)C2=NN(c3ccccc3)C(=O)CC2)nc1C,i,-28,-2,i,i,i,i,i,-0.3,11,4
O=C(COc1ccccc1Br)N1CCN(C(=O)c2ccco2)CC1,i,-33,-11,i,i,i,i,i,0.3,-9,3
COc1cc(/C=N/NC(=O)c2cc(C)oc2C)cc(OC)c1OC,i,-20,2,i,i,i,i,i,-0.5,-7,10
O=C(Cc1c[nH]c2ccccc12)NCc1ccco1,i,-12,-1,i,i,i,i,i,-0.6,26,-9
O=C(Cn1nnc(-c2ccc(Cl)cc2)n1)NCCC1=CCCCC1,i,-11,0,i,i,i,i,i,-0.1,6,-7
COc1cc(NS(=O)(=O)c2ccc(Nc3nc(-c4cccc([N+](=O)[O-])c4)cs3)cc2)nc(OC)n1,i,-16,20,i,i,i,i,i,-0.3,-15,-3
Fc1ccccc1Cn1cnc(NC(=S)NCCc2ccccc2)n1,·,-3,0,i,i,i,i,i,-0.5,-23,-6
Cc1cc(C(=O)NCC(=O)OCC(=O)NCCc2ccccc2)ccc1[N+](=O)[O-],i,-9,4,i,i,i,i,i,-0.5,-9,-2
COc1ccc(-c2nnc3ccc(SCC(=O)Nc4nccs4)nn23)cc1OC,i,-21,0,i,i,i,i,i,-0.6,17,0
CC(O)Cc1cn([C@@H](CCCCNC(=O)OC(C)(C)C)C(=O)N2CCN(C(=O)OC(C)(C)C)CC2)nn1 (stereo partly specified),i,-4,0,i,i,i,i,i,0.9,-7,-3
Cc1ccnc(N2CCC(C(=O)Nc3ccc4c(c3)OCO4)CC2)n1,i,-21,-1,i,i,i,i,i,0.0,18,-5
Cc1cc(-c2ccccc2)nc(N2CCN(c3ccccn3)CC2)n1,i,-25,-8,i,i,i,i,i,-0.4,3,26*
Cc1cccc(C)c1NC(=O)COC(=O)CSc1nnc(N)s1,i,-49,7,i,i,i,i,i,0.0,13,-3
CCCN1Cc2cccc(C(=O)NC(CC(=O)OCC)c3ccc(OCC)c(OC)c3)c2C1=O (stereo unspecified),i,6,2,i,i,i,i,i,-0.3,23,-2
O=C(O)c1ccc(CSc2nc3ccccc3c(=O)n2-c2ccccc2)cc1,i,-20,6,i,i,i,i,i,1.3,17,0
Cc1cnc(C(=O)Oc2c(C)ccc(C)c2C)cn1,i,5,-3,i,i,i,i,i,-0.7,22,0
O=c1cc(-c2ccc(F)cc2)[nH][nH]1,i,-15,-11,i,i,i,i,i,-0.3,-16,-6
Cc1cccc(-n2cc3c(=O)n(C)c(=O)n(C)c3c2)c1,i,13,6,i,i,i,i,i,0.0,-24,-4

# MrgX1 antagonist, entries above that show a hit
SMILES | TRPC4 block | KLF5 inhibitor | TRPC4 agonist | TRPC6 act | MrgX1 antagonist | TRPC4 PAM | aSyn UTR inh
CC1(C(=O)NNC(=S)NCc2ccco2)CC1(Cl)Cl (stereo unspecified) | i | -46 | i | i | -4.7* | i | -1

# Assay outcomes (PubChem BioAssay)
